Giardia FBPA inh – inhibitors of Giardia lamblia fructose-1,6-bisphosphate aldolase. actives 0.71% (n = 290,000). A8B2U2. Potency, µM (highest dose often 59.6 µM), inactives show at the top dose activity, negative = inhibition, hits mostly inhibitors. purified Giardia FBPA; further: potency means the concentration at half of the fitted maximal effect; nearly all actives have a fitted effect of over 55% in size
Target sequence (A8B2U2 whole entry, looked up): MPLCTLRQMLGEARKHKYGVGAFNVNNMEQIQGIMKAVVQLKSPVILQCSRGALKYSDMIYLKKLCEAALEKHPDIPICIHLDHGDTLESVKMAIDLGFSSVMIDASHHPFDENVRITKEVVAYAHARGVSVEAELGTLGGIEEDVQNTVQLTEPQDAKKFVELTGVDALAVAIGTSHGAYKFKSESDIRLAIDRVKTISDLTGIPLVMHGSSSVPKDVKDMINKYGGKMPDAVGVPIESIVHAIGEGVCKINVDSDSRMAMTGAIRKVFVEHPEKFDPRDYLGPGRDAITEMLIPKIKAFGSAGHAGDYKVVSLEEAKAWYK
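Giardia FBPA (40 nM reagent) was preincubated 10 min at RT with compound (up to 57.5 uM final), then substrate plus GAPDH/TPI/NAD/arsenate coupling system with diaphorase/resazurin was added; resorufin fluorescence (525/598 nm) was read after 20 min.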
HCMV inh – blocks human cytomegalovirus replication; HFF cells, HCMV-luciferase reporter, 72 h; stronger effect = lower value; activity change, negative = inhibition, % at 57.5 µM; actives 4.5% (n = 410,000); AID 1259415; in the data active means activity change below about -60%; inconclusive means no clear call, values can overlap the other calls; inactive means above about -39%
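Luciferase read-out from HCMV-luciferase-infected HFFs (MOI 1 PFU/cell) 72 h post infection at 37C; compounds added after 16 h cell attachment; activity normalized between buffer-only basal and Salinomycin (10uM) inhibitor controls.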
HCV inhibitor – HCV inhibition | Huh7.5.1 HCVcc-Cre infection, luciferase reporter, 44 h | Potency, µM (series often up to 41.8 µM), without a hit: top-dose activity change, negative = inhibition, usual class: inhibitors | actives 3.4% (n = 340,000) | AID 651820; further: potency means the concentration at half of the fitted maximal effect
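Luciferase read-out (15 sec integration) after a 15 min room-temperature substrate step quantifies HCVcc-Cre infection. Cells, 1,000 per well, had compound added 4 h post-plating, then virus at ~0.5 moi, and were cultured 44 h.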
Sm TGR block – S. mansoni TGR enzyme inhibition | Q962Y6 | AID 485364 | purified TGR, DTNB reduction, TNB absorbance 405 nm | actives 3% (n = 360,000) | Potency, µM (doses to about 114 µM), for the others: at the top dose activity change, negative = inhibition, actives largely listed as inhibitors; further: potency means the concentration at half of the fitted maximal effect; nearly all actives have a fitted effect of over 60% in size
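TGR 20 nM + NADPH 100 uM (dispensed conc.), cpd preinc 15 min RT; start with NADPH (500 uM addition) then DTNB (15 mM addition). Kinetic TNB absorbance, 405 nm filter. Four-parameter Hill fit across titration.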
AmpC no deterg – inhibitors of E. coli AmpC beta-lactamase without detergent; P00811; actives 0.52% (n = 330,000); AmpC nitrocefin hydrolysis, absorbance 480 nm, 0.0001% Triton; AID 485341; Potency, µM (series often up to 57.1 µM), for inactives: top-dose activity change, negative = inhibition, usual class: inhibitors;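 further: potency means the concentration at half of the fitted maximal effect; plate controls were no compound for no effect and no enzyme for full effect; nearly all actives have a fitted effect of over 20% in size; some results filed as inactive show a strong effect at the top dose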
Target sequence (P00811 whole entry, looked up): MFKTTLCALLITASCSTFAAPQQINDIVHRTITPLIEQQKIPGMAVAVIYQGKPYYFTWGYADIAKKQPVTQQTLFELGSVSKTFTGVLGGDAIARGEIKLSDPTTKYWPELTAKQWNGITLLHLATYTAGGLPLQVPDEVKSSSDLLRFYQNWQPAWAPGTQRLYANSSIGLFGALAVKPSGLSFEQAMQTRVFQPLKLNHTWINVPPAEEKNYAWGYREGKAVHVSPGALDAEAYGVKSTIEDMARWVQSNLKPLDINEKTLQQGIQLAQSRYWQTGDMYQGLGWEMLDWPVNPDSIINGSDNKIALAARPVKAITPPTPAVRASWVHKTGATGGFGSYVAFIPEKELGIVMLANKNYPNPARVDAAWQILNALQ
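AmpC (5.3 nM in the dispensed reagent) in 20 mM phosphate pH 7.0 with 0.01% (detergent screen) or 0.0001% Triton X-100 was preincubated with compounds for 15 min at room temperature. Nitrocefin was then added from an 800 uM solution, and hydrolysis was followed at 480 nm.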
AmpC inh detg – inhibitors of E. coli AmpC beta-lactamase with detergent; P00811; AmpC hydrolysis of nitrocefin, absorbance 480 nm, 0.01% Triton; Potency, µM (titrated, usually from 114 µM), for inactives: at the highest dose activity change, negative = inhibition, most hits filed as inhibitors; actives 0.041% (n = 370,000);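 further: potency means the concentration at half of the fitted maximal effect; 0% = no-compound wells and -100% = no-enzyme wells; nearly all actives have a fitted effect of over 25% in size; some results filed as inactive show a strong effect at the top dose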
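20 mM phosphate pH 7.0 + 0.01% (detergent screen) or 0.0001% Triton X-100; 5.3 nM AmpC reagent; cpd preinc 15 min RT; nitrocefin (800 uM stock) to start; A480 q20 s × 4 min; Activity was normalised to no-enzyme and no-compound control wells.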
The depositor's hits bear a star; ? = inconclusive; nt = no result given; & = joins results of further samples; [ ] = remark or other dose. Unless noted, the call rests on the fitted dose curve; in most records, active means well fitted curve in the direction sought with a large enough effect; inconclusive means small, poorly fitted or top-dose-only effect, or another doubt; inactive means no such curve, though single readings can be large; an effect the other way counts as inactive or inconclusive. Unless noted, on the % scale 0 is the no-effect control and ±100 the full control effect.

Structure | Sm TGR block | AmpC inh detg | Giardia FBPA inh | AmpC no deterg | HCV inhibitor | HCMV inh
COc1cc(C(C(=O)NC2CCCCC2)N(CCN2CCOCC2)C(=O)C2COc3ccccc3O2)cc(OC)c1OC (centres undefined) | -2% | 5% | 1% | 5% | -14% | 22
Cc1ccc(-c2nc(SCC(=O)NCc3ccco3)c3c(=O)n(C)c(=O)n(C)c3n2)cc1 | 7% | 15% | nt | nt | nt | 4
COc1ccc(S(N)(=O)=O)cc1C(=O)NCCCN1CCN(c2cccc(Cl)c2)CC1 | -12% | 3% | 2% | 13% | -24% | -37
O=C(O)c1ccccc1C(=O)NC1CCCc2ccccc21 (centres undefined) | -21% | 0% | -1% | -10% | 27% | 33
Cc1cc(=O)c2cc(C(=O)Nc3ccc(F)cc3)ccc2[nH]1 | -5% | 29% | nt | nt | nt | 5
O=C(N1CCCCC1)C12CC3CC(CC(C3)C1)C2 | -3% | -5% | 4% | -24% | 12% | 1
O=C(NNC(=O)c1ccc(NC(=O)c2ccccc2)cc1)c1ccccc1 | -1% | 0% | 4% | -54% | 2% | -14
Cc1ccc(CNC(=O)C(=O)c2cn(CC(=O)N3CCCC3)c3ccccc23)cc1 | -2% | -12% | nt | 148%[activator] | nt | 108
Cc1cc2nc3c(=O)[nH]c(=S)[nH]c3nc2cc1NC(=O)C(F)(F)F | -2% | -12% | ? | -8% | -4% | 58
Oc1[nH]c2ccc(Br)cc2c1N=NC(=S)NCC1CCCO1 (centres undefined) | 0% | 1% | -5% | -31% | 11µM* | ?
Cc1ccc2ncccc2c1 | -7% | 2% | nt | -17% | 4% | -15
CCc1cccc(NC(=O)C2CCCN(S(=O)(=O)c3c(C)[nH]c(=O)[nH]c3=O)C2)c1 (centres undefined) | -1% | -1% | 2% | nt | 21% | 17
CC(=O)Nc1cccc(NC(=O)C2CC(=O)N(c3ccc(C)cc3)C2)c1 (centres undefined) | 3% | -1% | 3% | -11% | -20% | 51
O=C(CN1CCOCC1)NNC(=O)c1ccc(Cl)cc1 | nt | nt | nt | -20% | -9% | 0
CCOc1ccc(NC(=O)CCc2ccc(C)o2)cc1 | -13% | -1% | nt | -10% | -8% | 27
Cc1cnc(NC(=O)CSCc2c(C)noc2C)s1 | nt | nt | nt | -9% | 22% | 8
S=C(Nc1ccc(Cl)c(Cl)c1)NC1CCN(Cc2ccccc2)CC1 | -10% | ? | 0% | -19% | 14µM* | -78*
CNC(=S)N1N=C(c2ccc(OC)cc2)CC1c1ccc(N(C)C)cc1 (centres undefined) | -19% | -7% | 0% | 30% | 11µM* | 8
O=C(C1=C(O)C(=O)N(CC2CCCO2)C1c1ccc(Cl)cc1)c1ccco1 (centres undefined) | 1% | -1% | -28% | -12% | 21% | -9
C=CCc1cccc(C=Nc2ccc(Br)cc2)c1O | 0% | -6% | 20% | -9% | -5% | 0
COc1ccccc1CNC(=O)CSc1ncc(S(=O)(=O)c2ccc(C)c(Cl)c2)c(=O)[nH]1 | -1% | 18% | nt | nt | nt | 13
CCN(CC)c1nc(N)n(CCSC(=S)N(C)C)c(=O)n1 | 13% | 3% | -3% | -2% | -6% | 8
CCCc1cc(=O)oc2c(C)c(OCC(=O)NCCCN3CCOCC3)ccc12 | -18% | 2% | nt | 35% | -6% | 13
O=C(CSC1=NCCS1)Nc1ccccc1F | -4% | -17% | 2% | -16% | 11% | 31
COc1ccc(-n2nc(C)c3c(=O)c4c([nH]c32)CCCC4)cc1 | -10% | 0% | -7% | -20% | -1% | -14
CCC1CCCCN1CCCNC(=O)CN1C(=O)c2cccnc2Oc2ccc(Cl)cc21 (centres undefined) | 9%&1% | 4%&0% | nt | -3% | 1% | ?
CCOP(=O)(OCC)C(Nc1cccc(C(F)(F)F)c1)c1ccc(C)cc1 (centres undefined) | -4% | -8% | -1% | 186%[activator] | -7% | 10
Cc1ccc(CONC(=O)c2ccc([N+](=O)[O-])cc2)cc1 | -3% | 4% | nt | -9% | 7% | -12
CCC(=O)N1CCc2cc(S(=O)(=O)NC(CC(C)C)C(=O)NCc3ccc(F)cc3)ccc21 (centres undefined) | 9% | -2% | nt | nt | nt | -6
O=C(NCc1ccccc1C(F)(F)F)C1CCC(=O)N(C2CCCCCC2)C1 (centres undefined) | 5% | -6% | nt | 170%[activator] | -11% | 6
CCCN1C(=O)C(=O)N(CC(=O)c2cc(C)n(C3CC3)c2C)C1=O | -19% | ? | nt | -17% | 12% | 27
CCOc1ccccc1NC(=O)NC(C)c1ccc2c(c1)OCO2 (centres undefined) | 6% | ? | -6% | -30% | nt | 53
CCOc1ccc(NC(=O)CN(C)c2nnnn2-c2ccccc2)cc1OCC | -7% | -1% | -25% | 11% | -10% | 19
COc1ccc(NC(=O)c2nc(S(=O)(=O)Cc3cccc(C)c3)ncc2Cl)c(OC)c1 | 8% | -1% | nt | -23% | ? | -79*
COc1ccc([N+](=O)[O-])cc1NC(=O)C(C)N(C)Cc1cccc(OC)c1OC (centres undefined) | 0% | ? | 2% | -18% | 35µM* | -33
COc1ccc(-c2nc3cc(NC(=S)NC(=O)Cc4ccccc4)ccc3o2)cc1 | -11% | -8% | 0% | -32% | -2% | 5
CC(C)Oc1ccc(S(=O)(=O)N2CCCCC2)cc1NC(=O)CN1C(=O)NC(C)(C2CC2)C1=O (centres undefined) | -8% | 1% | nt | 18% | ? | -9
CS(=O)(=O)c1ccc2nc(NC(=O)c3cc(-c4ccccc4)nn3-c3ccccc3)sc2c1 | 0% | ? | 0% | 0% | -28% | 66
CCCCn1cnc2c1c(=O)n(C)c(=O)n2C | -2% | -8% | 4% | -16% | 6% | -18
Cc1cc(C)cc(NC(=S)N(Cc2cccc(Br)c2)CC2CCC(C(=O)O)CC2)c1 (centres undefined) | 2% | 2% | 6% | -17% | 17% | 24
COc1ccccc1N(CC(=O)NCCC1=CCCCC1)S(=O)(=O)c1ccccc1 | nt | 5% | -7% | 80%[activator] | -15% | ?
Cn1cc(Br)c(C(=O)N/N=C/c2cc3ccccc3nc2Cl)n1 | -5% | 6% | nt | -4% | 0% | -8
N#Cc1ccc(NC(=O)COc2ccc(-n3cnnn3)cc2)cc1 | nt | nt | nt | -19% | -2% | 12
COc1ccc(/C=N/NC(=O)Cn2cnc3c2c(=O)n(C)c(=O)n3C)c(OC)c1OC | 1% | 1% | -1% | -18% | -19% | -17
Cc1cccc(OCC(=O)N2CCN(Cc3ccncc3)CC2)c1 | 3% | ? | ? | -5% | 14% | -3
CCOc1ccccc1NC(=O)COC(=O)CSc1ccc(Cl)cc1 | 0% | 1% | -7% | -22% | -6% | 15
CCOCCCn1c(=N)c(C(=O)NCC2CCCO2)cc2c(=O)n3cc(C)ccc3nc21 (centres undefined) | 0% | 15% | nt | nt | nt | -17
CC(=O)Nc1nn(C)c2nc3cc(C)ccc3cc12 | 4% | ? | -4% | -4% | ? | 125
Cc1ccc(NC(=O)C(=O)NCCCN2CCCC2=O)c(C)c1 | -2% | 0% | nt | -12% | -3% | 43
COc1ccccc1/C=C/CN1CCC(n2nccc2NC(=O)C2CC2)CC1 | ? | ? | -1% | 47% | 0% | 31
N#C/C=C(/c1ccc(F)cc1)N1CCOCC1 | 62%[activator] | 9% | 0% | -7% | -5% | -22
COC(=O)c1sccc1NC(=O)Cn1nnc(-c2ccccc2C)n1 | 12% | 5% | 2% | -10% | -28% | -18
Cc1c(-c2ccccc2)nc2c(Cl)cccc2c1C(=O)OCC(=O)c1ccc(F)cc1 | 13% | 9% | nt | nt | nt | -12
CCOc1ccc(NC(=O)Cc2ccccc2)cc1 | -2% | -4% | 2% | 4% | -27% | 165
Cc1noc(C)c1COc1cccc(C(=O)Nc2ccc3c(c2)OCO3)c1 | -9% | 3% | 3% | -25% | -18% | -30
CC(=O)Nc1c(Cl)cc([N+](=O)[O-])c2ccccc12 | 2% | -10% | 3% | -14% | 10% | -4
O=C1c2ccccc2C(=O)C12Cc1ccccc1N1CCN(c3ccccc3)CC12 (centres undefined) | -19% | -10% | -18% | -26% | -16% | 49
O=C(CC1C(=O)NCCN1Cc1ccccc1C(F)(F)F)NCCN1CCCCC1=O (centres undefined) | ? | 3% | nt | 2% | 3% | 0
COc1ccc(C)cc1NC(=O)c1nnn(CC(=O)Nc2c(C)cccc2C)c1N | -1% | 23% | nt | nt | nt | -16
O=C(CCCN1C(=O)c2ccccc2C1=O)Nc1ccccc1C(=O)N1CCOCC1 | -7% | ? | 1% | 5% | 5% | -16

Next records
Structure | Sm TGR block | AmpC inh detg | Giardia FBPA inh | AmpC no deterg | HCV inhibitor | HCMV inh
Cc1ccc(C(=O)N[C@@H](C)CN2C3=NC[C@H](C(C)C)N3C[C@H]2Cc2ccc(O)cc2)cc1Br | 8.9µM* | 3% | 3% | -4% | -5% | -35
CC(NC(=O)C1(c2cccs2)CCOCC1)c1ccccc1 (centres undefined) | 8%&-5% | -6%&-9% | -4% | -17% | ? | -7&15
COC(=O)CSCc1nc(-c2ccc(C(=O)OC)cc2)oc1C | -1% | 14% | nt | nt | nt | -63*
Cc1ccc(/C=N/Nc2nncc(-c3ccccc3)n2)o1 | -2% | 1% | -6% | -27% | ? | -2
COc1cccc(OC)c1C(=O)Oc1ccc2c(c1)O/C(=C\c1ccncc1)C2=O | -9% | ? | -2% | -29% | 7% | -75*
COc1ccc(-c2cc(OC)c3ccccc3n2)cc1 | 0% | -15% | -4% | -11% | ? | 32
CCOC(=O)c1ccccc1NC(=O)Nc1cc2c(cc1N1CCCCC1)n(C)c(=O)n2C | -16% | -4% | nt | nt | nt | 1
O=C(NCc1ccncc1)c1nc(-c2ccc(C(F)(F)F)cc2)no1 | nt | -4% | 1% | -4% | ? | -79*
CCOc1ccccc1N1CC(c2nc3ccccc3n2CCCOc2ccccc2OC)CC1=O (centres undefined) | 4% | 13% | nt | nt | nt | 14
CCc1nnc(NC(=O)CCC(=O)Nc2ccc(C)cc2)s1 | -7% | -3% | nt | -5% | 0% | 0
Cc1cc(NC(=O)CSc2nc3ccccc3c(=O)n2CCCC(=O)NCc2ccccc2)n[nH]1 | 14% | -12% | 5% | -30% | -6% | ?
COc1ccc(Cl)cc1NC(=O)Cn1nnc2sc(-c3ccccc3)cc2c1=O | 5% | 2% | nt | nt | nt | 27
COc1ccccc1NS(=O)(=O)c1ccc(C(=O)N2CCCC(C)C2)cc1 (centres undefined) | -13% | 4% | nt | 63%[activator] | -3% | -4
